TEAD-YAP inh: TEAD-YAP interaction inhibition, primary screen, TEAD-YAP interaction inhibitor project, luminescence, HEK-TIYL cells | inhibition, % at 9.12 µM | hit rate 1.4% among 640,000 | AID 1259422, 2018 | TEAD-Gal4/YAP UAS-luciferase luminescence; in the data active means inhibition above about 32%;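 further: 0% = median of test compound wells and 100% = reference inhibitor wells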
MITF inh: MITF inhibitors, primary screen, biochemical, AlphaScreen, human | inhibition, % at 2.6 µM | Microphthalmia-associated transcription factor (Homo sapiens), O75030 | hit rate 0.91% among 650,000 | AID 1259374, 2018 | AlphaScreen MITF homodimerization, bead proximity signal; in the data active means inhibition above about 50%;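 further: 0% = vehicle wells with protein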
Target sequence (O75030 whole entry, looked up): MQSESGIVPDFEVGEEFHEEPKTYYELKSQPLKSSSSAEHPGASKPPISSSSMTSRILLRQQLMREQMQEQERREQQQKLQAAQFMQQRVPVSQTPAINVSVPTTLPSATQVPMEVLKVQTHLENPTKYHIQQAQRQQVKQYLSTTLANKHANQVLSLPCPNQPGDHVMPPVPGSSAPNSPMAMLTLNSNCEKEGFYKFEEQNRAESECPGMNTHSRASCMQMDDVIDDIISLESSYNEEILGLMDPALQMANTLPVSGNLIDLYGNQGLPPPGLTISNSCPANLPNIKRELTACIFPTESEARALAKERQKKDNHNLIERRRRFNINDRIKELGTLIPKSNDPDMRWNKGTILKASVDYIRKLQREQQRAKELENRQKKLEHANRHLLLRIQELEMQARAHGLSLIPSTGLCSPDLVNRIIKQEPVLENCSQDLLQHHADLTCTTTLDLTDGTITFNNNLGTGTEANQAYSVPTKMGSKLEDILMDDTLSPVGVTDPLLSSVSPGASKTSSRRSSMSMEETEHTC
GPR151 ag: activators of human GPR151, primary screen, cell-based, PathHunter beta-arrestin, luminescence; activation, % at 11.2 µM; AID 1508602, 2020; G-protein coupled receptor 151 (Homo sapiens), Q8TDV0; PathHunter beta-arrestin GPR151 cells; hit rate 1% among 650,000; in the data active means activation above about 4.9%;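 further: 0% = median of compound wells and 100% = cells with positive control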
Target sequence (Q8TDV0 whole entry, looked up): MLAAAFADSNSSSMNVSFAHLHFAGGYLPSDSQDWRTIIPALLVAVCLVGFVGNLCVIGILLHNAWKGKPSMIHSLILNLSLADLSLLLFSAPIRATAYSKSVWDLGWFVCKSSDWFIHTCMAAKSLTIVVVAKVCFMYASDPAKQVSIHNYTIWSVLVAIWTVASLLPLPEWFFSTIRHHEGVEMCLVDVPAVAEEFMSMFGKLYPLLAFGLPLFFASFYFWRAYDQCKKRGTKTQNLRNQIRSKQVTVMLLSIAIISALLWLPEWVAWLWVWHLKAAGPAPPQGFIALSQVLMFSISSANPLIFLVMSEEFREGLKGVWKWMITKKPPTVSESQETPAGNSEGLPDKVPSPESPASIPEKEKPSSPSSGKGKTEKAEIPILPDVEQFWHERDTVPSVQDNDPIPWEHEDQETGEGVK
FBW7 activator: FBW7 E3 ligase activators, primary screen, biochemical, AlphaScreen, human | AID 1259310, 2017 | hit rate 0.13% among 650,000 | AlphaScreen FBW7–phospho-cyclin E peptide binding, activator screen | F-box/WD repeat-containing protein 7 (Homo sapiens), Q969H0 | normalized activity (activation), % at 26.1 µM; in the data active means normalized activity above about 1.9%;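 further: purified mutant Fbw7 with reduced substrate affinity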
* hit, by the source's call; & = joins results of further samples.

Below each SMILES: TEAD-YAP inh	MITF inh	GPR151 ag	FBW7 activator
Cc1c(C(c2cc(C(C)(C)C)c(O)c(C(C)(C)C)c2)c2c(C)n(C)n(-c3ccccc3)c2=O)c(=O)n(-c2ccccc2)n1C
  12	7	0.8	0.1
O=C(NCCCO)/C(=C\c1ccc(F)cc1)NC(=O)c1ccco1
  4	6	0.3	0.2
O=C(Nc1cccc(N2CCC(NCCn3ccc4ccccc43)CC2)c1)c1cccnc1
  -6	-10	-0.7	-0.3
CCOC(=O)CSc1nc2sc3c(c2c(=O)n1CC)CCC3
  -1	1	0.0	-0.1
CCCNC(=O)c1ccnc(NC2CCN(Cc3ccccc3)CC2)c1
  2	-1	0.0	0.0
O=[N+]([O-])c1c(Nc2ccc3c(c2)OCO3)ccc2nonc12
  -10	19	0.6	0.1
O=C1NC(=S)S/C1=C\c1ccc(-c2cccc(C(=O)O)c2)o1
  5	70*	-0.1	-0.7
CCCCNC(=O)C1CCN(c2nc(-c3ccc(OC)cc3)no2)CC1
  -3	-1	-0.7	0.0
c1ccc2nc(N3CCOCC3)c(N3CCOCC3)nc2c1
  -3	-7	-1.4	0.0
OCCCNc1ncc(-c2ccc(OC(F)(F)F)cc2)cn1
  18	-7	-1.8	-0.1
O=C(NCCCN1CCN(c2cccc(Cl)c2)CC1)c1ccc(Cn2c(=S)[nH]c3cc4c(cc3c2=O)OCO4)cc1
  -11	5	1.3	-0.1
COc1ccc(Br)cc1CN(C)CCc1ccccn1
  13	47	0.0	0.0
CC1(N=Cc2ccncc2)CCS(=O)(=O)C1 (stereo unspecified)
  19	0	1.7	-0.4
COC(=O)c1ccc(NC(=O)C(C)N2C(=O)c3cccc4cccc(c34)C2=O)cc1 (stereo unspecified)
  7	18	-1.1	0.1
O=c1oc2ccc3ccccc3c2cc1-c1nc(-c2ccc(Cl)c(Cl)c2)cs1
  1	-7	1.1	-0.1
CC(=O)c1ccccc1NC(=O)c1cc(F)c(F)c(F)c1F
  7	-5	1.5	0.0
CCN(CC)S(=O)(=O)c1ccc(C(=O)N2CCCCC2)cc1
  -6	-2	0.8	0.2
COc1ccc(OC(C)C(=O)NCc2ccccn2)cc1 (stereo unspecified)
  4	24	-0.2	-0.7
COc1ccc(S(=O)(=O)N2CCCC2C(=O)Nc2ccc(C(C)=O)cc2)cc1 (stereo unspecified)
  -4	-4	0.3	-0.1
COc1ccc(NC(=O)c2cc([N+](=O)[O-])ccc2N2CCCC2)cc1
  -4	13	1.9	-0.1
CCOC(=O)c1cc(C)n(CC2CCC(C(=O)NC3CCCC3)CC2)c1C (stereo unspecified)
  11	11	-0.6	0.1
CCC/C(O)=C1\C(=O)CC(C)(C)CC1=Nc1cccc([N+](=O)[O-])c1
  4	-11	0.6	0.6
O=C(CCCNC(=O)Cn1cnc2sc3c(c2c1=O)CCCC3)NCCCN1CCOCC1
  -7	-12	1.8	-0.1
COc1ccc(/C=N/N=C(N)N)c(OC)c1
  -9	-15	-0.4	0.2
COC(=O)c1ccc(/C=C/C(=O)c2ccc3c(c2)OCCO3)cc1
  -53	-11	-0.9	0.0
COc1ccc(CCN2C(=O)CCC2CCNCc2cccc(C(F)(F)F)c2)cc1 (stereo unspecified)
  8	8	12*	0.2
O=[N+]([O-])c1ccc(N/N=C/c2ccc(Oc3ccc([N+](=O)[O-])cn3)cc2)nc1
  11	11	-1.5	0.1
COc1ccc(C(=O)Nc2ccc(C(=O)O)cc2)cc1S(=O)(=O)N1CCCCC1
  -13	24	-0.3	0.6
CCC(=O)Nc1nc2c(s1)C(=O)CC(C(=O)N1CCN(c3ccccc3F)CC1)C2 (stereo unspecified)
  -13	2	0.0	-0.2
CCCCNC(=O)CCNC(=O)c1ccc(Br)o1
  -1	4	-1.7	0.5

Entries of single compounds from above. Values in the order: TEAD-YAP inh | MITF inh | GPR151 ag | FBW7 activator
Profile of CCN(CC)S(=O)(=O)c1ccc(C(=O)N2CCCCC2)cc1 → -6 | -2 | 0.8 | 0.2
Profile of c1ccc2nc(N3CCOCC3)c(N3CCOCC3)nc2c1 → -3 | -7 | -1.4 | 0.0
Profile of COc1ccc(Br)cc1CN(C)CCc1ccccn1 → 13 | 47 | 0.0 | 0.0

Four entries from above, as labelled records.
> OCCCNc1ncc(-c2ccc(OC(F)(F)F)cc2)cn1
- TEAD-YAP inh: 18
- MITF inh: -7
- GPR151 ag: -1.8
- FBW7 activator: -0.1

> O=C(NCCCN1CCN(c2cccc(Cl)c2)CC1)c1ccc(Cn2c(=S)[nH]c3cc4c(cc3c2=O)OCO4)cc1
- TEAD-YAP inh: -11
- MITF inh: 5
- GPR151 ag: 1.3
- FBW7 activator: -0.1

> COc1ccc(Br)cc1CN(C)CCc1ccccn1
- TEAD-YAP inh: 13
- MITF inh: 47
- GPR151 ag: 0.0
- FBW7 activator: 0.0

> CC1(N=Cc2ccncc2)CCS(=O)(=O)C1 (stereo unspecified)
- TEAD-YAP inh: 19
- MITF inh: 0
- GPR151 ag: 1.7
- FBW7 activator: -0.4

(cont.)
Below each SMILES: TEAD-YAP inh	MITF inh	GPR151 ag	FBW7 activator
CC1CCC(Nc2c(-c3ccccc3)c(=O)c2=O)CC1 (stereo unspecified)
  19	5	0.6	0.0
Cc1ccc(F)c(CN2CCN3C(=O)[C@H](CO)NC(=O)[C@H]3C2)c1
  11	3	-0.4	0.0
CC(=O)N1c2ccc(S(=O)(=O)NCCC(=O)NC3CCCCC3C)cc2CC1C (stereo unspecified)
  0	7	-0.9	0.1
CCOC(=O)C(C)NC(=O)C12CC3CC(CC(C3)C1)C2 (stereo unspecified)
  -1	-3	0.3	-0.1
COC(=O)c1cc(Cc2ccc(N)c(C(=O)OC)c2)ccc1N
  10	-3	0.7	-0.1
NC1=NC(c2ccc(F)cc2)CC(=O)N1 (stereo unspecified)
  -10	-3	0.6	-0.1
C=CCn1c(=O)/c(=C2/Sc3ccccc3N2C)s/c1=C1/C(=O)NN=C1C
  -1	11	0.9	-0.7
O=C(Nc1cccc(F)c1)c1ccc(Cl)c([N+](=O)[O-])c1
  13	2	1.6	0.0
C=C(C)C(=O)Nc1ccc(-c2ccc(NC(=O)C(=C)C)c(C(=O)O)c2)cc1C(=O)O
  -3	17	-0.3	-0.1
Cc1cc(C)nc(N/N=C/c2c(C)c(C#N)n3ccccc23)n1
  4	-8	2.3	-0.2
O=C(CN1CCC(n2cnc3cccnc32)CC1)N1CCN(c2ccc(F)cc2)CC1
  3	9	1.8	0.2
c1ccc(-c2cc(N3CCCCC3)n3cnnc3n2)cc1
  6	4	0.0	-0.2
CN(C1CCCCC1)S(=O)(=O)c1ccc(C(=O)Nc2nnc(C(F)(F)F)o2)cc1
  -7	7	0.6	0.0
COc1c(Br)cc(Br)cc1/C=C1\NC(=S)NC1=O
  14	4	1.1	0.1
CN1C(=O)c2cccc(NC(=O)/C=C/c3cccs3)c2C1=O
  -4	-7	-0.8	0.0
Cc1ccc(N2C(=O)CN(Cc3sccc3C)C2=S)cc1
  0	6	1.5	0.0
Cc1ccc(C(=O)Nc2cc([N+](=O)[O-])ccc2F)cc1Br
  -14	19	0.8	0.6
CN(C)c1ccc(/C=N/NC(=O)CO)cc1
  4	-16	2.6	0.2
CCOc1ccc(-c2nc(-c3cccc([N+](=O)[O-])c3)no2)cc1
  -19	8	-1.0	0.3
O=C(Nc1ccc(Br)cc1)c1ccc(Nc2nc(-c3ccccc3)c3cc(Br)ccc3n2)cc1
  3	0	-0.5	0.0
Nc1nonc1-c1noc(-c2c(F)cccc2F)n1
  -7	8	-2.0	0.0
COc1cc2nc(-c3c(C)noc3C)nc(Nc3ccc(NC(C)=O)cc3)c2cc1OC
  -5	-6	0.2	-0.1
CCOC(=O)C(NC(=O)CC)(Nc1ccc(S(=O)(=O)Nc2cc(C)on2)cc1)C(F)(F)F (stereo unspecified)
  -3	-2	-0.5	0.1
CC(C)[C@H](Cn1nc(-c2cccs2)ccc1=O)NC(=O)Cn1ncc2ccccc2c1=O
  -2	-9	-1.2	0.1
Cc1ccc(C2=NS(=O)(=O)N(C)C(C(=O)N3C(C)CC(C)CC3C)=C2)cc1 (stereo unspecified)
  1	-1	1.4	-0.1
O=C(COc1cccc2ccccc12)NNC(=O)c1cccs1
  -1	24	0.0	0.1
CCCNC(=O)COC(=O)/C=C/c1ccc(C)o1
  -9	-7	-2.7	0.2
O=C(c1ccc(Sc2ccccc2Cl)c([N+](=O)[O-])c1)N1CCCCC1
  -5	9	-0.8	0.3
CCCN1CCN(S(=O)(=O)c2ccc3[nH]c(=O)ccc3c2)CC1
  -5	-5	0.2	-0.1
O=C(CCCCl)c1ccc2c(c1)OCCO2
  -4	-12	-0.9	-0.1

Remaining list, next part.
Molecule | TEAD-YAP inh | MITF inh | GPR151 ag | FBW7 activator
O=C1CC(SC2=NCCS2)C(=O)N1c1ccc(Cl)cc1 (stereo unspecified) | 0 | 4 | 1.0 | 0.1
Cn1c(=NC(=O)c2ccc(S(=O)(=O)N3CCCCCC3)cc2)sc2cc(Cl)ccc21 | 9 | 12 | -1.7 | 0.2
COc1cc(-c2nc3ccccc3c(=O)n2NC(=O)c2ccccc2F)cc(OC)c1OC | 3 | 1 | -1.4 | 0.1
Cc1ccccc1-n1ncc2c(N3CCN(C)CC3)ncnc21 | -7 | -14 | -0.5 | -0.1
CCOc1ccc(CC(=O)NNC(=S)Nc2cccc([N+](=O)[O-])c2)cc1 | 15 | 16 | -0.4 | 0.5
O=C(COC(=O)/C=C/c1ccc(F)cc1)NNC(=O)c1ccccc1 | 4 | 3 | -0.9 | 0.0
Cc1ccccc1-c1nc(C#N)c(N2CCN(C)CC2)o1 | -9 | -14 | -0.1 | -0.1
O=C(Nc1ccncc1)c1c(F)cccc1F | 1&31 | -10&-6 | 3.3&-0.5 | 0.0&0.2
CC(=O)Nc1nnc(SCc2cc(=O)c(OC(=O)c3ccccc3)co2)s1 | 11 | 4 | 0.9 | 0.0
CCN(CC)Cc1c(O)ccc2c1O/C(=C\c1ccc(C(=O)OC)cc1)C2=O | 4 | 3 | 4.4 | 0.0
COc1ccc(Br)cc1C(=O)N/C(=C\c1ccc([N+](=O)[O-])cc1)C(=O)Nc1cc(C)cc(C)c1 | 2 | 1 | -0.7 | 0.3
CC1SC(C)C(=O)N(CC(=O)Nc2ccc(F)cc2F)C1=O (stereo unspecified) | 2 | 0 | 1.5 | 0.1
N#CC1=C(N)Oc2[nH]c(=O)[nH]c(=O)c2C1c1ccc([N+](=O)[O-])cc1 (stereo unspecified) | 4 | 5 | -1.4 | -0.2
O=C(NCCO)/C(=C/c1ccc([N+](=O)[O-])cc1)NC(=O)c1ccco1 | 5 | 17 | -2.1 | 0.0
COc1ccc(C(=O)NC(NCc2ccccc2)C(Cl)(Cl)Cl)cc1OC (stereo unspecified) | -2 | 4 | -0.7 | -0.1
c1ccc2c(-c3nccc(NCCN4CCOCC4)n3)csc2c1 | -10 | 1 | 0.7 | -0.3
O=C(Nc1ccc(F)cc1Cl)C1CCCN1c1nnc(N2CCCC2=O)s1 (stereo unspecified) | -9 | 5 | 0.2 | -0.1
Cn1c(Nc2cccc(C(=O)NC3CC3)n2)nc2ccccc21 | 4 | 10 | -0.9 | -0.5
CCS(=O)(=O)Nc1cccc(Oc2ccccc2)c1 | 3 | 4 | 0.6 | 0.2
CC(=O)c1c(N2CCCC2)nc(=S)n(Cc2ccccc2)c1C | 4 | 20 | 2.2 | 0.2
COc1cc(-c2nnc(SCc3ccccn3)n2C)cc(OC)c1OC | 14 | 9 | -0.1 | 0.5
Cc1ccc(NC(=O)c2cnccn2)cc1 | -64 | -9 | -6.3 | 0.1
COc1ccc(C2CC(c3ccc(Cl)cc3Cl)n3ncnc3N2)cc1 (stereo unspecified) | 6 | 2 | -1.3 | -0.1
CC(C)CN1C(=O)NC(NC(=O)c2ccccc2)(C(F)(F)F)C1=O (stereo unspecified) | 7 | 2 | -0.4 | 0.0
COc1ccccc1CC(=O)N1CC[C@@H]2[C@H](CCCN2C(=O)c2ccc3nccnc3c2)C1 | -12 | -7 | -1.0 | 0.0
COc1cccc(N2CCN(C(=O)c3cccn4c(=O)c5ccccc5nc34)CC2)c1 | -7 | -4 | 1.2 | 0.0
O=C(COC(=O)c1ccc2c(c1)C(=O)N(c1ccc(Oc3ccccc3)cc1)C2=O)c1ccccc1 | -2 | 1 | -0.4 | -0.3
COc1ccc(C(=O)Nc2ccc(-c3nnn(CC(=O)Nc4cc(C)on4)n3)cc2)cc1 | -4 | -5 | -0.6 | -0.3
COC(=O)C1=C(C)N=c2s/c(=C/c3ccc(OC)c(OC(C)=O)c3)c(=O)n2C1c1cccs1 (stereo unspecified) | 5 | -4 | 1.0 | -0.3
COc1ccc(/C=C2\Oc3cc(OC(=O)C4CC4)cc(C)c3C2=O)c(OC)c1OC | -17 | 12 | 0.5 | 0.0
COc1cccc(NC(=O)C(=O)NCC2CCCO2)c1 (stereo unspecified) | -57 | -3 | -4.9 | 0.0

Screening data from PubChem BioAssay.

Compounds as they come, and some 3.4% of all compounds hit somewhere here.
